High-throughput results: PubChem, Broad Institute
ERAP1 HTS inh – ERAP1 (human) enzyme inhibition; Q9NZ08; recombinant ERAP1, Leu-AMC fluorescence, 60 min; inhibition, % at 10.7 µM; 340,000 tested, 0.15% active; AID 652197;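 active means mean replicate inhibition of at least 30%, or all replicates individually reaching that 30% level; inactive means mean below 30% and not every replicate reaching it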;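 further: 0% = neutral control wells and 100% = L-leucinethiol positive control wells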
miR122 inh – miR-122 inhibition in Huh7 cells; AID 602342; activation (reporter increase), % at 12.5 µM; Huh7 miR-122 Renilla luciferase sensor, 48 h; neutral wells = 0, positive control = 100; 340,000 tested, 0.3% active;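 active means mean replicate activation score at least 90 and every replicate individually at or above 90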;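 further: higher luciferase means less miR-122 activity so hits act as miR-122 inhibitors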
RAD54 inh – RAD54 (human) branch migration inhibition; Q92698; RAD54 Holliday junction branch migration, FAM/BHQ fluorescence; inhibition, % at 10.4 µM; 360,000 tested, 0.14% active;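 active means mean normalized replicate activity at least 40 and at least half of replicates scoring 40 or more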;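 further: 0% = median of neutral control wells and 100% = median of positive control wells; inhibitors cause a drop in the FAM fluorescence signal; in these data hits start at about 50%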
PGC1a acetyl inh – lowers PGC1a acetylation signal in U2OS cells; AID 651687; 350,000 tested, 0.17% active; inhibition, % at 15.6 µM; AlphaScreen anti-acetyl-lysine; with virally co-expressed GCN5 acetyltransferase;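 active means every replicate shows inhibition of at least 40%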;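 further: 0% = neutral control wells and 100% = positive control wells; some results beyond the cut were filed as inactive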
Cneo AK release – Cryptococcus neoformans lysis via adenylate kinase release. C. neoformans lysis, adenylate kinase release luminescence, 4 h; normalised: neutral wells 0, clomiphene wells 100. lysis activity, % at 15 µM. 360,000 tested, 0.2% active. AID 651654;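 active means mean lysis activity across replicates of at least 80%, whatever share of replicates individually reach that level; inactive means mean lysis activity below 80%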
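Material: C. neoformans cells | Amount: Yeast cell density of 5 × 10^6 cells/mL | Medium: Fresh YPD growth medium | Dosing: Single dose | Times: Static 4 h at 37 °C with compound, 1 h detection | Detection: AK luminescence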
E-selectin induc – E-selectin induction on HUVECs; P16581; AID 686992; activation, % at 7.58 µM; HUVEC E-selectin immunofluorescence imaging; normalized: neutral wells 0, TNF-alpha wells 100; 260,000 tested, 0.37% active;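 active means mean E-selectin-positive cell signal at least 10% of the positive control, reached in at least 60% of replicates, without over 20% cell loss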;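 further: in these data hits start at about 27%; measured in HUVEC primary endothelial cells; signal is the percent of cells scored E-selectin positive by PE staining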
Target sequence (P16581 whole entry, looked up): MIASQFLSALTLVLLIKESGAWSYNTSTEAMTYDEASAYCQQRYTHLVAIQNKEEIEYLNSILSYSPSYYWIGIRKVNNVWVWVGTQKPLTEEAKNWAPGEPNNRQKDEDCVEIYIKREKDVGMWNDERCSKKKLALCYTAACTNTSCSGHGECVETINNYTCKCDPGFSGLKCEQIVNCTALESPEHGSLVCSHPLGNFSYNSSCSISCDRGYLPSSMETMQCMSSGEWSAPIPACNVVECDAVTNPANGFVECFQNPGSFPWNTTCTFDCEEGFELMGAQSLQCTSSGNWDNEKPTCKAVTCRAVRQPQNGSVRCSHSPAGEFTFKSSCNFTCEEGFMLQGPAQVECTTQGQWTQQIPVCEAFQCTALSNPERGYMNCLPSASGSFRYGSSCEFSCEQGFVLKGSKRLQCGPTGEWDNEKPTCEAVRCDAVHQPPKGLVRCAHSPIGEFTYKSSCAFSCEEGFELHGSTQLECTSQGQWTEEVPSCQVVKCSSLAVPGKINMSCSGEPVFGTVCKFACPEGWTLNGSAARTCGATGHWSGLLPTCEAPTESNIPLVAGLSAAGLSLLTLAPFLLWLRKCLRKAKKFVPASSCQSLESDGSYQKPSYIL
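Test system – human umbilical vein endothelial cells (HUVEC), E-selectin induction · Input – 3,000 HUVEC seeded per well · Buffer or medium – EGM-2, gelatin · Compound dosing – single-point compound dose · Detection – immunofluorescence imaging · Measure – percent E-selectin-positive cells · Controls – TNF-alpha high, DMSO low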
RAD52 inh – blocks human RAD52 DNA annealing; inhibition, % at 18.7 µM; 360,000 tested, 0.46% active; recombinant RAD52 DNA annealing, FRET fluorescence;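 active means every replicate showing at least 50% inhibition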
PglD inh – inhibitors of Campylobacter jejuni PglD acetyltransferase | inhibition, % at 12.5 µM | 360,000 tested, 0.098% active | AID 602405 | purified PglD enzyme, DTNB colorimetric CoA detection; in the data active means inhibition above about 16%, passing the limit was not always enough; further: strong numbers were not always called active
An asterisk follows results filed as active; · = no result given; & = joins results of further samples; ! = repeats disagree; [ ] = remark or other dose. The order is random (roughly 1.4% active in at least one column).

Preview (3 entries):
SMILES	ERAP1 HTS inh	miR122 inh	RAD54 inh	PGC1a acetyl inh	Cneo AK release	E-selectin induc	RAD52 inh	PglD inh
COc1ccccc1NC(=O)N1C[C@@H](O)COC[C@@H]2O[C@H](CC(=O)NCc3ccccc3)CC[C@H]21	0	1[16.7 µM]	7	-10	4	-0.1	8	1
COc1ccccc1CNC(=O)CN(Cc1ccc(Cl)cc1)S(C)(=O)=O	0	-6	·	-3	·	·	2	·
COc1ccc(C(=O)N2CCN(S(=O)(=O)c3ccc(C)cc3C)CC2)cc1S(=O)(=O)N1CCOCC1	1	2	2	-3	-1	0.0	0	-2

The list itself, repeating the preview:
SMILES	ERAP1 HTS inh	miR122 inh	RAD54 inh	PGC1a acetyl inh	Cneo AK release	E-selectin induc	RAD52 inh	PglD inh
COc1ccccc1NC(=O)N1C[C@@H](O)COC[C@@H]2O[C@H](CC(=O)NCc3ccccc3)CC[C@H]21	0	1[16.7 µM]	7	-10	4	-0.1	8	1
COc1ccccc1CNC(=O)CN(Cc1ccc(Cl)cc1)S(C)(=O)=O	0	-6	·	-3	·	·	2	·
COc1ccc(C(=O)N2CCN(S(=O)(=O)c3ccc(C)cc3C)CC2)cc1S(=O)(=O)N1CCOCC1	1	2	2	-3	-1	0.0	0	-2
Cc1ccc(NC(=O)C(Cc2ccccc2)N2C(=O)C3C4CCC(C4)C3C2=O)cc1Cl (stereo not given)	·	0	-6	·	-1	·	·	5
CCOC(=O)c1cn(Cc2ccc(C)cc2)c2cc(F)ccc2c1=O	-3	27	4	-1	0	·	-8	8
COc1ccc(NC(=O)CSc2nnc(NC(=O)C3CCC3)s2)c(OC)c1	2	·	-3	·	5	·	-19	-5
Cc1noc(C)c1NC(=O)N(C)C[C@H]1Oc2ccc(NC(=O)Nc3ccc4c(c3)OCO4)cc2C(=O)N([C@@H](C)CO)C[C@H]1C	-1	-2[16.7 µM]	-1	-1	1	-11	6	1
CC(=O)Nc1ccc(S(=O)(=O)N2CCN(c3cc4c(cc3[N+](=O)[O-])n(C)c(=O)n4C)CC2)cc1	-1	0	11	-8	0	·	4	9
C[C@@H]1CN([C@@H](C)CO)C(=O)c2cccc(NC(=O)CCCCCC(=O)Nc3ccccc3N)c2O[C@H]1CN(C)C(=O)Nc1ccc2c(c1)OCO2	0	·	·	5	·	0.0	1	·
CCS(=O)(=O)N1CCC2(CC1)CN(C(=O)Cc1ccccn1)[C@H](CO)c1[nH]c3cc(OC)ccc3c12	-5	·	·	16	·	0.1	2	·

Part of the list above, as comma-separated lines:
smiles,ERAP1 HTS inh,miR122 inh,RAD54 inh,PGC1a acetyl inh,Cneo AK release,E-selectin induc,RAD52 inh,PglD inh
COc1ccccc1CNC(=O)CN(Cc1ccc(Cl)cc1)S(C)(=O)=O,0,-6,·,-3,·,·,2,·
C[C@@H]1CN([C@@H](C)CO)C(=O)c2cccc(NC(=O)CCCCCC(=O)Nc3ccccc3N)c2O[C@H]1CN(C)C(=O)Nc1ccc2c(c1)OCO2,0,·,·,5,·,0.0,1,·
COc1ccc(C(=O)N2CCN(S(=O)(=O)c3ccc(C)cc3C)CC2)cc1S(=O)(=O)N1CCOCC1,1,2,2,-3,-1,0.0,0,-2
Cc1ccc(NC(=O)C(Cc2ccccc2)N2C(=O)C3C4CCC(C4)C3C2=O)cc1Cl (stereo not given),·,0,-6,·,-1,·,·,5

The list continues:
SMILES	ERAP1 HTS inh	miR122 inh	RAD54 inh	PGC1a acetyl inh	Cneo AK release	E-selectin induc	RAD52 inh	PglD inh
Cc1ccc(S(=O)(=O)N2CCSC2c2ccco2)cc1 (stereo not given)	·	6	-7	9	-3	·	·	9
COC(=O)c1ccc(C(=O)OC)c(NC(=O)N2c3ccccc3Sc3ccccc32)c1	2	·	4	8	7	·	-29	-5
C/C=C/c1ccc2c(c1)O[C@@H](CN(C)C(C)=O)[C@@H](C)CN([C@H](C)CO)S2(=O)=O	-2	5[16.7 µM]	12	-10	62	0.8	3	0
COCC(=O)N1CC2(C1)[C@@H](c1ccccc1)[C@H](CO)N2C(=O)c1cccnc1	2	·	·	7	·	0.2	8	·
COc1ccccc1C1C=C(c2ccc(C)cc2)Nc2nnnn21 (stereo not given)	·	2	3	2	-1	·	·	-2
c1ccc(-n2ncc3c(NCCN4CCOCC4)ncnc32)cc1	·	1	-2	6	1	·	·	-2
COc1ccc(NC(=O)CCc2nnc3ccc(N4CCC(C)CC4)nn23)cc1OC	-3	2	8	2	-1	·	-3	-1
C[C@@H]1CN([C@H](C)CO)C(=O)c2cccc(NC(=O)CCCCCC(=O)Nc3ccccc3N)c2O[C@@H]1CN(C)C	1	·	·	8	·	-2.1	-12	·
O=C1CCCCC1CCc1ccncc1 (stereo not given)	4	2	-3	2	0	1.1	3	-5
Oc1ccccc1C(=S)N1CCN(C(=S)c2ccccc2O)CC1	2	25	5	0	4	·	-4	1
O=C(C1CCC1)N1CC[C@@H]2[C@@H](CO)Nc3ccc(C#Cc4cccc(F)c4)cc3[C@@H]21	3	-4[16.7 µM]	-4	19	14	6.6	-8	3
Cn1c(CN2CCOCC2)nnc1SCc1ccccc1	0	1	11	11	-1	·	-11	2
CC(C)OCCCNC(=O)NC(=O)c1ccc(Cl)cc1	0	·	·	6	·	2.8	-13	·
Cc1ccc(CCNC(=O)C23CN(Cc4ccccc4)CC2C(c2cccc([N+](=O)[O-])c2)=NO3)cc1 (stereo not given)	9	·	5	·	3	-0.1	-28	0
COc1ccc(C2/C(=C(/O)c3ccc4c(c3)CC(C)O4)C(=O)C(=O)N2Cc2ccncc2)cc1 (stereo not given)	4	·	1	·	0	0.0	-15	5
C[C@@H]1CN([C@@H](C)CO)S(=O)(=O)c2ccc(C#CCC3CCCC3)cc2O[C@H]1CN(C)Cc1cccc(C(=O)O)c1	-1	22[16.7 µM]	-4	10	5	·	-10	3
CCN(C(=O)CSc1nnnn1-c1ccc(OC)cc1)C1CCS(=O)(=O)C1 (stereo not given)	0	1	-12	7	1	·	-10	0
Cc1ccc(C(=O)Nc2ccc(S(=O)(=O)N3CCc4ccccc4C3)cc2)o1	·	8	7	-6	1	·	·	5
COc1ccc(NC(=O)CNC(=O)Cc2cccc3ccccc23)c(OC)c1	2	-4	-7	-3	0	-0.4	-18	5
COc1cccc(/C=C/C(=O)N2CCN(S(=O)(=O)c3ccccc3)CC2)c1	0	3	-16	-4	8	-0.6	-3	4
COc1ccccc1N1CCN(C(=O)/C=C/c2ccccc2)CC1	·	-4	0	6	0	·	·	1
CNc1ccc(-c2cccc([N+](=O)[O-])c2)cn1	-3	-10	7	·	-2	0.0	-11	10
CCN(CC)c1nc2n(c(=O)n1)CCN2CC	·	-9	-1	8	1	·	·	-5
O=C(COC(=O)c1ccc([N+](=O)[O-])o1)Nc1ccc(F)cc1	2	-1	6	-1	-1	·	-5	-3
N/C(=N\OC(=O)Cc1ccccc1[N+](=O)[O-])c1cccnc1	0	·	·	-4	·	2.4	-10	·
CC1CN(C(=O)N2CCCCC2)CCN1C(=O)N1CCCCC1 (stereo not given)	-6	-2	·	6	·	·	-4	·
Cc1nn(CC(=O)Nc2ccccn2)c(C)c1[N+](=O)[O-]	·	-4	-3	9	-5	·	·	7
Fc1cccc(CN2[C@@H]3CNC[C@H]2C3c2ccc(-c3cccc(F)c3)cc2)c1 (stereo not given in full)	-1&-5	·	·	-4	·	-0.7&0.4	51*!	·
Cc1noc(C)c1COc1ccccc1C(=O)NCCOc1ccccc1F	-1	·	-5	·	-2	-0.3	-2	-3
Cc1cc(N2CCN(C)CC2)nc2ccc(NC(=S)N3CCN(c4ccc(Cl)cc4)CC3)cc12	-5	8	20	-4	3	4.6	90*	-7
Cc1noc(C)c1S(=O)(=O)N(C)C[C@H]1Oc2ccc(NC(=O)Nc3ccc4c(c3)OCO4)cc2C(=O)N([C@@H](C)CO)C[C@H]1C	-1	0[16.7 µM]	8	2	6	0.0	-10	-2
COc1cccc(S(=O)(=O)N[C@H]2CC[C@@H](CCn3cc(-c4ccccn4)nn3)O[C@H]2CO)c1	1	·	-4	-7	0	0.3	2	2
C[C@@H]1CN([C@@H](C)CO)C(=O)c2cc(C#CC3CCCCC3)cnc2O[C@@H]1CN(C)S(=O)(=O)c1ccccc1	-2	1[16.7 µM]	-5	-14	-3	-0.1	9	5
COc1ccc([C@H]2CC(=O)C=C(c3ccc(OC(F)(F)F)cc3)C2)cc1OC	2	·	-10	·	-1	0.4	9	5
C[C@H](CO)N1C[C@H](C)[C@H](CN(C)Cc2ccc(C(F)(F)F)cc2)OCCCC[C@H](C)Oc2ccc(NC(=O)Nc3cccc4ccccc34)cc2C1=O	·	-10[16.7 µM]	-7	-7	-2	0.6	·	1
Cc1ccc(S(=O)(=O)CCC(=O)OCC(=O)NCC(=O)Nc2c(C)cc(C)cc2C)cc1	0	-8	·	1	·	·	-5	·
Cc1ccc(S(=O)(=O)N(C)C[C@@H]2OCCCC[C@@H](C)Oc3ccc(NC(=O)c4ccncc4)cc3C(=O)N([C@H](C)CO)C[C@@H]2C)cc1	-4	-5[16.7 µM]	0	-5	-2	0.1	5	-1
C[C@H](CO)N1C[C@H](C)[C@H](CN(C)C(=O)Nc2ccc(F)cc2)Oc2ccc(NC(=O)Nc3ccccc3)cc2C1=O	-1	0[16.7 µM]	4	-1	-2	-2.7	-34	10
O=C(c1n[nH]c(=O)c2ccccc12)N1CCN(C2c3ccccc3-c3ccccc32)CC1	·	-5	1	4	1	·	·	2
COc1cccc(/C=N/Nc2nc(C)cc(=O)[nH]2)c1OC	4	1	-1	20	1	·	0	-1
COc1ccc(C2C(=O)N(C3CCCCC3)CC(=O)N2C2CCCC2)cc1 (stereo not given)	·	3	-17	4	0	·	·	-1
Cc1ccc2c(c1)N(CC(=O)NCCC1=CCCCC1)C(=O)c1cccnc1O2	-4	2	5	-13	1	0.0	-6	-2
O=C([C@@H]1[C@@H](CO)[C@@H]2Cn3c(ccc(-c4cccnc4)c3=O)[C@@H]2N1CCC(F)(F)F)N1CCOCC1	3	·	-1	·	-2	0.0	-5	0
COc1ccc(C2=NS(=O)(=O)N(C)C(C(=O)Nc3ccc(OC)c(OC)c3)=C2)cc1	1	·	-12	·	-4	-0.1	0	-4
CCCn1cnc2c(oc3ccccc32)c1=O	-1	·	3	7	-1	-0.1	-12	-6
